POLH inh: inhibitors of human DNA polymerase eta. hit rate 1.2% among 390,000. recombinant Pol eta, fluorescent DNA replication assay. Potency, µM (highest dose often 114 µM), without a hit: top-dose activity change, negative = inhibition, most hits filed as inhibitors; note: % is set by controls: 0 for no effect and ±100 for the full control effect
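Pol eta at 10 nM preincubated with compounds 15 min at room temperature; reaction started with fluorescent substrate (50 nM final) and read kinetically at 0 and 10 min.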
POLK inh: blocks human DNA polymerase kappa activity; Q9UBT6; purified Pol kappa, fluorescent DNA synthesis assay, 10 min; Potency, µM (doses to about 107 µM), for the others: top-dose activity, negative = inhibition, hits mostly inhibitors; hit rate 0.53% among 400,000; note: % is set by controls: 0 for no effect and ±100 for the full control effect
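Inhibition of 10 nM Pol kappa is measured by a fluorescent read-out at 0 and 10 min following addition of 50 nM substrate (final), with a 15-min room-temperature compound preincubation.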
JMJD2A Tudor: inhibitors of human JMJD2A Tudor domain. AlphaScreen JMJD2A-Tudor / H3K4me3 peptide binding. AID 504339. Potency, µM (titrated, usually from 114 µM), for inactives: top-dose activity change, negative = inhibition, hits mostly inhibitors. hit rate 4.4% among 390,000; note: % is set by controls: 0 for no effect and ±100 for the full control effect; nearly all actives have a fitted effect of over 50% in size
BLM helicase inh: Bloom syndrome helicase (human) inhibition; P54132; recombinant BLM DNA unwinding, fluorescence dequenching; Potency, µM (top dose mostly 56.1 µM), inactives show at the highest dose activity change, negative = inhibition, hits mostly inhibitors; hit rate 0.2% among 350,000;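 note: plate controls were vehicle for no effect and no enzyme for full effect; nearly all actives have a fitted effect of over 35% in size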
Target sequence (P54132 whole entry, looked up): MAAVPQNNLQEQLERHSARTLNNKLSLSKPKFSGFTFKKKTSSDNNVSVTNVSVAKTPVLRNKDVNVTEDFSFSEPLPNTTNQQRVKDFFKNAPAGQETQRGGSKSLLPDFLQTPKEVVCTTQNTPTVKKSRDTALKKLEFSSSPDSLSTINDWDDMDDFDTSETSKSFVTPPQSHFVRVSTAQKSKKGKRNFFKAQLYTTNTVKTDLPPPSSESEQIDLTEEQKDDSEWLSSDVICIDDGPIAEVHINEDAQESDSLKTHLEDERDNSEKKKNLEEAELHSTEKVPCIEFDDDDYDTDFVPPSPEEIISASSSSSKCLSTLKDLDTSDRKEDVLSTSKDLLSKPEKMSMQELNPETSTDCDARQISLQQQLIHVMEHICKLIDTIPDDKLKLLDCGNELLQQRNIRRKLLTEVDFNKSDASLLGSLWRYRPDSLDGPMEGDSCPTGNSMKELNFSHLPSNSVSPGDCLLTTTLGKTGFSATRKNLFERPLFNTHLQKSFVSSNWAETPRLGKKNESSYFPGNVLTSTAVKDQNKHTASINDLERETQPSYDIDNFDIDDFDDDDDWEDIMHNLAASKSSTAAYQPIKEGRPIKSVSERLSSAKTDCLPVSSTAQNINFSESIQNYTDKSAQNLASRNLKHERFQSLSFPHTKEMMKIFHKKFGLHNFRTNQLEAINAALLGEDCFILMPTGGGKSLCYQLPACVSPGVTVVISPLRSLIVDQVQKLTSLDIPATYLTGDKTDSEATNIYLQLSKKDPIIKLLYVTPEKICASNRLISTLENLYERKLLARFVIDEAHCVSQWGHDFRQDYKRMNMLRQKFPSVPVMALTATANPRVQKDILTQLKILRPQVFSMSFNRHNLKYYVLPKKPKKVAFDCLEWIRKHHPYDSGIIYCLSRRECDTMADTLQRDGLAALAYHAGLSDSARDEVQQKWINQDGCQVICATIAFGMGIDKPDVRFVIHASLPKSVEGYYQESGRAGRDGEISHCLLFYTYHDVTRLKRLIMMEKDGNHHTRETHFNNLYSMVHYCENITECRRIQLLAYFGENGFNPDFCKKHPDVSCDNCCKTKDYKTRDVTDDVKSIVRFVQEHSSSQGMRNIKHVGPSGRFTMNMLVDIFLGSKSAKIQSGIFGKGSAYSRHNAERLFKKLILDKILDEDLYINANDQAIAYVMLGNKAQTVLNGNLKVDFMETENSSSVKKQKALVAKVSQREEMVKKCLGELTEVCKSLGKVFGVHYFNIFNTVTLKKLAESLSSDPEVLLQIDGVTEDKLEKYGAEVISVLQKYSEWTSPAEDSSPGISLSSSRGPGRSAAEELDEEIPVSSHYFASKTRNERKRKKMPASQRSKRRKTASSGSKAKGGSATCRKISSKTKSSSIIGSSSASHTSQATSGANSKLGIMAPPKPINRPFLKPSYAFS
G9a inh: G9a (human) methyltransferase inhibition | AID 504332 | Potency, µM (titrated, usually from 102 µM), for inactives: at the top dose activity, negative = inhibition, most hits filed as inhibitors | G9a H3K9 monomethylation, AlphaScreen, 2 h | hit rate 8.8% among 350,000 | Q96KQ7; note: % is set by controls: 0 for no effect and ±100 for the full control effect; nearly all actives have a fitted effect of over 75% in size
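AlphaScreen detection with an anti-monomethyl H3K9 antibody quantified product after a 2 h room-temperature reaction containing 500 nM biotinylated H3K9 peptide, 20 µM SAM and 20 nM enzyme, which had been preincubated 15 min with compound.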
Pol iota inh: inhibitors of human DNA polymerase iota. Q9UNA4. Pol iota fluorescent replication assay, 10 min. Potency, µM (highest dose often 115 µM), for inactives: at the top dose activity, negative = inhibition, actives largely listed as inhibitors. hit rate 1% among 390,000. AID 588590
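Fluorescent replication assay read twice, at 0 min and 10 min after adding 50 nM (final) substrate. Enzyme (10 nM) and compounds were first incubated 15 min at room temperature; enzyme-free buffer wells were negative controls.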
BAZ2B block: blocks human BAZ2B | Q9UIF8 | AlphaScreen BAZ2B-H3K14Ac peptide displacement | Potency, µM (series often up to 114 µM), for inactives: at the top dose activity change, negative = inhibition, actives largely listed as inhibitors | hit rate 4.4% among 360,000 | AID 504333; note: % is set by controls: 0 for no effect and ±100 for the full control effect; nearly all actives have a fitted effect of over 60% in size
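Protein-peptide AlphaScreen: BAZ2B 50 nM, b-H3K14Ac 50 nM, 1x PBS pH 7.4 + 0.01% Tween-20. Preincubation 30 min RT; cpd 30 min RT (top 110 uM); beads 20 min RT, light-protected.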
APE1 inh: APE1 (human) endonuclease inhibition; recombinant APE1, TAMRA/BHQ-2 abasic DNA cleavage fluorescence; hit rate 0.35% among 350,000; P27695; AID 2517; Potency, µM (highest dose often 65.8 µM), inactives show top-dose activity change, negative = inhibition, hits mostly inhibitors;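 note: plate controls were vehicle for no effect and reference inhibitor for full effect; nearly all actives have a fitted effect of over 55% in size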
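Enzyme (0.75 nM final) and test compound are incubated 15 min at room temperature before adding 50 nM quenched THF abasic-site duplex. Cleavage dequenches TAMRA, followed at 525/598 nm over three reads one minute apart.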
POLB inh: DNA polymerase beta (human) inhibition | Pol beta primer extension/strand displacement, fluorescence kinetic | AID 485314 | hit rate 1.3% among 340,000 | Potency, µM (highest dose often 114 µM), without a hit: top-dose activity change, negative = inhibition, most hits filed as inhibitors | P06746; note: % is set by controls: 0 for no effect and ±100 for the full control effect
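Kinetic readout of DNA synthesis with strand displacement by Pol beta. Compound and 10 nM enzyme sit 15 min at room temperature; 50 nM substrate starts the reaction, read immediately and at 10 min.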
An asterisk follows results filed as active; ? = inconclusive; . = no result given; & = joins results of further samples; [ ] = another dose, or the depositor's remark. Calls come from the whole dose curve; as a rule, active = well fitted curve in the direction sought with a large enough effect; inconclusive = small, poorly fitted or top-dose-only effect, or another doubt; inactive = no such curve, though single readings can be large; an effect the other way counts as inactive or inconclusive. Potency is the fitted concentration of half-maximal effect. These rows are one share of the data; count on the stated rates, not on these rows.

POLH inh	POLK inh	JMJD2A Tudor	BLM helicase inh	G9a inh	Pol iota inh	BAZ2B block	APE1 inh	POLB inh	SMILES
-14%	-9%	-19%	-3%	-1%[59 µM]	10%	-29%	2%	1%	COC(=O)c1c(NC(=O)COC(=O)c2ccc(C)s2)sc2c1CCCCC2
-12%	-2%	-29%	-10%[75.6 µM]	9%[59 µM]	-14%	.	-4%&-2%	.	COc1ccc(-c2ccc(-c3cc(=O)oc4cc(OC)c(OC)c(OC)c34)cc2)cc1OC
-26%	-10%	?	-10%	16%	59%[activator]	-36%	1%	-7%	O=S(=O)(c1ccc2c(c1)CCCN2)N1CCCC2CCCCC21 (stereo unspecified)
-10%	-6%	-28%	-7%	?	52%[activator]	?	-3%	10%	Cc1cc(C)c2cccc(NC(=S)NC(=O)c3ccccc3)c2n1
-18%	-6%	?	-2%	-3%	50%[activator]	2%	-2%	-16%	CCOc1ccc(CCNC(=O)CN2C(=O)CCSc3ccccc32)cc1
-3%	0%	-19%	.	.	-18%	.	6%	.	CN(C(=O)CSc1nnc(-c2cccs2)n1N)c1ccccc1
.	5%[60.1 µM]	.	-8%	1%[12.7 µM]	.	.	0%	.	COCC(=O)N1CCC2(CCCN(c3ccc(-c4ccccc4)cc3)C2)CC1
-6%	-3%	-5%	-4%	17%	35%[activator]	1%	14%	36%	Cn1ccc(-c2ccccc2)n1
-14%	-15%	?	.	1%[0.501 µM]	33%[activator]	-39%	-4%	.	COc1ccc(OC)c(C2=CC(=O)C[C@H](c3ccc4c(c3)OCO4)C2)c1
-21%	-14%	14%	-16%	5%[12.7 µM]	-3%	-3%	1%	3%	O=C(COC(=O)C12CC3CC(CC(C3)C1)C2)Nc1ccc(OC(F)F)cc1
-9%	0%	-12%	-7%	?	99%[activator]	2%	-3%	6%	CCc1cccc2cc3c(N)c(C(=O)Nc4ccc(S(=O)(=O)N5CCCC5)cc4)sc3nc12
-7%	-15%	-33%	-4%	-34%[59 µM]	?	-5%[57.1 µM]	.	-18%	O=C1CCSC2(C(=O)N(Cc3ccccc3)c3ccccc32)N1c1ccccc1 (stereo unspecified)
-13%	-6%[60.1 µM]	-5%	-6%	4%[59 µM]	28%	2%	.	-2%	O=C(Nc1cccc(Cl)c1Cl)c1ccc2c(c1)N(Cc1cccc(Cl)c1)C(=O)c1ccccc1S2=O (stereo unspecified)
14µM*	?	?	-13%	-10%[59 µM]	?	?	?	?	O=C(COc1ccccc1)NCCSCc1ccco1
-23%	-9%	-7%	.	8%[2.33 µM]	11%	14%	-21%	.	CC(CC(=O)Nc1cc(S(=O)(=O)N2CCOCC2)ccc1OCC(F)(F)F)c1ccccc1 (stereo unspecified)
-15%	-4%	-6%	.	?	1%	-19%	39%[activator]	.	CCN(CC(=O)Nc1ccc(NC(C)=O)cc1)C(=O)CSc1nnc(-c2ccco2)n1CC
-21%	-3%	-21%	2%	18%[59 µM]	17%	-8%	21%[12.4 µM]	?	Cc1ccc(NC(=O)CSc2n[nH]c(-c3cccnc3)n2)cc1Cl
-6%	-8%	-8%	-1%	56µM*	?	-11%	3%	32%	Cc1ccc(NC(=O)C2CCN(C(=O)[C@@H]3Cc4ccccc4CN3)CC2)cc1
2%	-6%	-3%	1%	-1%	-12%	-1%	2%	25%	COc1ccc(N2CCN(C(=S)Nc3cc(C)ccc3C)CC2)cc1
-8%	7%	22%	.	-5%[2.33 µM]	7%	15%	40%[activator]	.	COc1ccccc1C1=CC(=O)C[C@H](c2ccc(Cl)cc2)C1
-22%	-4%	-9%	-7%	19%	122%[activator]	7%	4%	11%	COc1ccccc1N(CC(=O)NCCSc1ccccn1)S(=O)(=O)c1ccccc1
5%	-17%	-8%	-10%	-9%[59 µM]	9%	3%	2%	28%	Cc1nc2c3ccccc3[nH]c(=O)n2n1
-25%	?	-2%	-6%	26%[59 µM]	?	1%	.	-1%	CC1(c2ccccc2)CC(C)(C)N(C(=O)c2cccc(Cl)c2)c2ccccc21 (stereo unspecified)
-18%	3%	-5%	-1%	-1%	93%[activator]	-5%	-1%	24%	CC1CCCCC1NC(=O)CN1CCC(O)(c2ccc3c(c2)OCO3)CC1 (stereo unspecified)

By substructure, the compounds so far containing two or more sulfur atoms (4)
POLH inh	POLK inh	JMJD2A Tudor	BLM helicase inh	G9a inh	Pol iota inh	BAZ2B block	APE1 inh	POLB inh	SMILES
-14%	-9%	-19%	-3%	-1%[59 µM]	10%	-29%	2%	1%	COC(=O)c1c(NC(=O)COC(=O)c2ccc(C)s2)sc2c1CCCCC2
-3%	0%	-19%	.	.	-18%	.	6%	.	CN(C(=O)CSc1nnc(-c2cccs2)n1N)c1ccccc1
-9%	0%	-12%	-7%	?	99%[activator]	2%	-3%	6%	CCc1cccc2cc3c(N)c(C(=O)Nc4ccc(S(=O)(=O)N5CCCC5)cc4)sc3nc12
-22%	-4%	-9%	-7%	19%	122%[activator]	7%	4%	11%	COc1ccccc1N(CC(=O)NCCSc1ccccn1)S(=O)(=O)c1ccccc1

Other entries:
POLH inh	POLK inh	JMJD2A Tudor	BLM helicase inh	G9a inh	Pol iota inh	BAZ2B block	APE1 inh	POLB inh	SMILES
-13%	0%	?	-7%	-4%	11%	-5%	-1%	16%	O=c1[nH]c(CSc2nnc(Nc3ccccc3)s2)nc2ccccc12
-17%	2%	-11%	-2%	2%	54%[activator]	-12%	39%[activator]	28%	COc1ccccc1NC(=O)c1ccc2c(c1)N(CC(=O)NC(C)(C)C)C(=O)C(C)(C)O2
?	-15%	-31%	-10%	22µM*	22%	-22%	64%[activator]	-2%	Cc1cc(SCC(=O)c2ccccc2)nc(=O)[nH]1
-14%	-6%	0%	.	-7%	-8%	-3%	-15%	.	Cc1cc(Cl)ccc1OCCCC(=O)N1CCN(S(=O)(=O)c2ccccc2)CC1
-15%	-1%	?	-12%	11µM*	1%	14µM*	.	1%	Cc1ccc(C(=O)N2CCn3c4c(c5cc(C)ccc53)CCCC42)cc1 (stereo unspecified)
-22%	-10%	-6%	1%	13%	16%	-3%	14%	11%	CCC(C)c1ccccc1NC(=O)COC(=O)C1=COCCO1 (stereo unspecified)
-12%	8%	-16%	.	-4%[12.7 µM]	1%	-20%	10%	.	CC(=O)c1ccc(S(=O)(=O)N2CCN(CC(=O)Nc3ccc(Cl)c([N+](=O)[O-])c3)CC2)cc1
-6%	12%	-12%	-2%	-11%[2.33 µM]	3%	5%	44%	4%	CC1(C)OC(C)(C)/C(=C\c2ccccc2[N+](=O)[O-])C1=O
-18%	-3%	3%	2%	19%[59 µM]	12%	31%[activator]	4%	-3%	CCc1cc2c(-c3ccccc3)cc(=O)oc2cc1OC(=O)c1cccs1
-25%	-18%	-2%	-1%	7%[59 µM]	20%	4%	.	-1%	CCOc1ccc(CCNC(=O)CN2CCN(Cc3ccc(F)cc3Cl)C2=O)cc1OCC
8%	-8%	-26%	.	.	20%	.	.	.	c1ccc(Cc2nnc3sc(-c4ccc5c(c4)OCO5)nn23)cc1
-15%	3%	-1%	-1%	?	6%	9%	-4%	4%	CN(C(=O)CSc1nc(-c2ccccc2)cs1)C1CCS(=O)(=O)C1 (stereo unspecified)
-15%	-9%	47%[activator]	-4%	75%[activator][59 µM]	32%[activator]	67%[activator]	-4%	-3%	Cc1ccc2cc(C#N)c(N3CCCN(S(=O)(=O)c4ccc(F)cc4)CC3)nc2c1
16µM*	50µM*	40µM*	-8%	13µM*	14µM*	35µM*	7%	?	Oc1ccc(-c2csc(Nc3cccc4ccccc34)n2)cc1O
-6%	79µM*	-30%	-2%	?	16µM*	-36%	17%	?	COc1cccc2sc3ccc(NCc4ccc5c(c4)OCO5)cc3c(=O)c12
-2%	-22%	-28%	-1%	-47%	-20%	10%	15%	8%	CCOC(=O)CCCSc1nc2sc(C)c(C)c2c(=O)[nH]1
-9%	-10%	-8%	1%	-1%[12.7 µM]	10%	2%	-3%	-5%	CC(Sc1cccc(C(F)(F)F)c1)C(=O)NC(N)=O (stereo unspecified)
-3%	-1%	-1%	.	40µM*	87%[activator]	12%	20%	.	CCCCn1c(N)c(N(CCC(C)C)C(=O)C2=NN(c3cc(C)ccc3C)C(=O)CC2)c(=O)[nH]c1=O
-8%	-4%	-8%	1%	?	-10%	-14%	13%	18%	COc1ccccc1CN1CC(C(=O)NCCc2ccc(C)o2)CCC1=O (stereo unspecified)
-1%	-9%	-20%	-5%	-11%	28%	-28%	-7%	2%	Cc1ccc(CS(=O)(=O)c2ccc(C(=O)N3CCN(c4ccccn4)CC3)cc2[N+](=O)[O-])cc1
4%	-5%	-23%	2%	109%[activator][59 µM]	8%	-34%	-2%	3%	O=C(NCCc1ccccn1)c1cc(C(=O)C2CCCCC2)c[nH]1
-15%	-12%	-21%	-10%	.	?	-5%	-8%	-4%	COc1ccc(NS(=O)(=O)c2cc(NC(=O)c3ccccc3F)ccc2N2CCCC2)cc1
-18%	-11%	-9%	-3%	10%	-26%	-28%	24%	-17%	COc1ccc(NC(=O)COc2cccc3c2CCN(C)C3=O)c(OC)c1
-14%	-1%	-10%	-2%	.	26%	7%	0%	11%	CC1(C(=O)NC2CCCCC2)CCC(=O)N1Cc1ccc2c(c1)OCO2 (stereo unspecified)
-13%	18%	-14%	2%	1%	40%[activator]	-1%	30%	?	O=C(C[n+]1ccc(-c2ccccc2)cc1)Nc1ccc([N+](=O)[O-])cc1
-6%	-8%	-22%	-1%	-5%[12.7 µM]	8%	-15%	5%	-8%	CCOC(=O)c1nc2ccccc2c(C)c1C
-15%	-15%	10%	.	7%[12.7 µM]	12%	-1%	24%	.	CC1CCCCC12NC(=O)N(CC(=O)N1CCc3ccccc31)C2=O (stereo unspecified)
-8%	-5%	-10%	-4%	-32%	2%	-6%	0%	2%	COc1ccc(S(=O)(=O)N2CCCC2C(=O)n2nc(C)cc2C)cc1 (stereo unspecified)
1%	-13%	-19%	-1%	-13%	?	0%	18%	16%	CCc1nnc(NC(=O)CN2CCN(Cc3cccc(OC)c3)CC2)s1
?	-4%	-13%	.	.	49%[activator]	.	2%	.	COc1cccc(CC(=O)NNC(=O)CN(C)S(=O)(=O)c2ccc(C)cc2)c1

Assay outcomes: PubChem BioAssay, National Center for Advancing Translational Sciences (NCATS)
